aDG glyco up – increases alpha dystroglycan glycosylation. Pro5-aDG cells, alpha-DG glycosylation AlphaScreen (IIH6); 0% Pro5, 100% B10-LARGE cell signal. 360,000 compounds, 0.22% hits. activation, % at 10 µM;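 active = activation of at least 8% versus controls, or a plate z-score of at least 8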;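 also: Pro5 are CHO cells carrying HIG-tagged alpha-DG that lacks glycosylation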
Granule exo inh – lytic granule exocytosis inhibition; TALL-104 LAMP-1 surface exposure, flow cytometry; cells stimulated with thapsigargin and PMA; inhibition, % at 10 µM; 360,000 compounds, 0.66% hits; AID 651702;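 active = inhibition above about 55%, limit read from the data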
MC4R ag barr – activates human MC4R beta-arrestin recruitment; P32245; U2OS MC4R beta-arrestin complementation, luminescence; percent of melanotan II response, DMSO zero; activation, % at 8.9 µM; 360,000 compounds, 0.98% hits; AID 540308;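 active = activation above a per-plate cutoff, the mean activation of sample wells on that plate plus 3 SD, cut at about 8% in these data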
TLR9-MyD88 block – TLR9-MyD88 interaction inhibition; CHO BLA complementation TLR9-MyD88, CCF4 FRET ratio; 340,000 compounds, 0.21% hits; AID 504734; Q9NR96+Q99836; inhibition, % at 4.98 µM;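 active = inhibition above the mean over all tested compounds plus 3 SD, cut at about 21% in these data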;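 also: 0% = DMSO only wells and 100% = clavulanate BLA inhibitor control wells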
Vif inh – blocks HIV Vif function; HEK293T cells, Vif self-association by quenched fluorescence, imaging, 24 h; inhibition, % at 7.49 µM; 340,000 compounds, 0.35% hits; in the data active = inhibition above about 50%, passing the limit was not always enough; also: some results filed as inactive read as strong as hits
ABHD5-PLIN5 inh – inhibitors of human ABHD5-perilipin-5 interaction. inhibition, % at 4 µM. Split G. princeps luciferase complementation, luminescence, 4 h. 360,000 compounds, 0.78% hits;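 active = inhibition above the mean inhibition across every tested compound plus 3 SD, cut at about 22% in these data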;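 also: 0% = DMSO only wells and the 100% control is not disclosed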
Target sequence (Q00G26 whole entry, looked up): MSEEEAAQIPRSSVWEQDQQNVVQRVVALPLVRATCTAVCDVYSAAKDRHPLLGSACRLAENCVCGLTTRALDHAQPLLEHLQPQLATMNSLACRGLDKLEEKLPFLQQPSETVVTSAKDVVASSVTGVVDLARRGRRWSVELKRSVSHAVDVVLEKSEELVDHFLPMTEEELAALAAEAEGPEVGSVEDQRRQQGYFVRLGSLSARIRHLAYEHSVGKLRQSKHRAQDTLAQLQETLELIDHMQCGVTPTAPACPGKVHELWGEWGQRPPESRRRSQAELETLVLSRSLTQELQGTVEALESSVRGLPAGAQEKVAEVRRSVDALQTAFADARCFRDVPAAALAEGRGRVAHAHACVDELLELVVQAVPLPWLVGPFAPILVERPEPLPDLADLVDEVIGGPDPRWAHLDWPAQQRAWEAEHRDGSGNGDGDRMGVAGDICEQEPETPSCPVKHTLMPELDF
Target sequence (Q8WTS1 whole entry, looked up): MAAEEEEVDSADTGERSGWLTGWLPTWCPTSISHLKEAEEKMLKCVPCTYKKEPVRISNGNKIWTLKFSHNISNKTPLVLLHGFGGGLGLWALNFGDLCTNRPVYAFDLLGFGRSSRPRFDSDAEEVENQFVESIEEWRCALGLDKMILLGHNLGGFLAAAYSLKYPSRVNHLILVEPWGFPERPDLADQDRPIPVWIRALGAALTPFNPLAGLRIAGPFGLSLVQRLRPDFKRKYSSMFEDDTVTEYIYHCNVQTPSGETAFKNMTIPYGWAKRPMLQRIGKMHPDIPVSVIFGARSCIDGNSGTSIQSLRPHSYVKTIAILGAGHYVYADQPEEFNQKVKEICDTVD
MC4R antag cAMP – human MC4R antagonism in cAMP assay | MC4R-expressing cells, MTII-stimulated cAMP, LANCE TR-FRET | inhibition, % at 6.5 µM | 360,000 compounds, 0.48% hits | P32245;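 active = inhibition above its plate's cutoff, the mean of tested wells on that plate plus 3 SD, cut at about 29% in these data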;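 also: 0% = Melanotan II alone and 100% = Melanotan II plus saturating MCL0020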
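System: U2OS-MC4R stable cell line; Technique: Eu-cAMP/anti-cAMP TR-FRET, emission 671 nm; Repeats: single well per compound; Also added: Melanotan II; Dosing: one concentration, 6.5 µM nominal; Schedule: 30-min compound, 1-h challenge, 1-h detection, room temperature.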
N-glyco inh – N-linked glycosylation inhibition; reporter increase, % at 12.5 µM; 360,000 compounds, 0.23% hits; D54 ERlucT glycosylation luciferase reporter, 24 h; percent of 100 nM tunicamycin response;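 active = mean luciferase reporter signal, scaled so untreated is 0 and the glycosylation-blocking control 100, at or above a set limit in every replicate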;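 also: luciferase carries N-glycosylation sites so blocking glycosylation raises the light; 0% = median of neutral control wells and 100% = median of 100 nM tunicamycin wells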
NOD2 RIPK2 PPI – NOD2-RIPK2 protein interaction inhibition | O43353 | 360,000 compounds, 0.38% hits | CHO BLA complementation NOD2-RIPK2, CCF4 ratio | inhibition, % at 4.98 µM; in the data active = inhibition above about 21%;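 also: 0% = vehicle only and 100% = reference blocker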
ABCB6 inh MLPCN – human ABCB6 transporter inhibition; Q9NP58; K562-ABCB6 porphyrin accumulation, flow cytometry, 1 h; active compounds read low; 360,000 compounds, 0.19% hits; fluorescence ratio to DMSO, % at 10 µM;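 active = fluorescence ratio to DMSO below 75%, the collection mean minus 3 SD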;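 also: signal is porphyrin accumulated inside mitochondria; 100% equals median channel fluorescence of DMSO control wells; lower ratio means ABCB6 inhibition with less porphyrin fluorescence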
Numbers without * were called inactive; / = not tested or not shown; & = joins results of further samples.

structure,aDG glyco up,Granule exo inh,MC4R ag barr,TLR9-MyD88 block,Vif inh,ABHD5-PLIN5 inh,MC4R antag cAMP,N-glyco inh,NOD2 RIPK2 PPI,ABCB6 inh MLPCN
CCN1CCN(c2nc3c(c(=O)[nH]c(=O)n3C)n2Cc2ccccc2)CC1,-0.1,1,-0.9,2,13,-2,4,0,-1,97
COc1ccc(-c2cc(=O)c3cc(OC)ccc3o2)cc1,0.4,1,-0.9,-7,43,-3,9,-19,4,97
O=C(c1ccccc1)c1cccc(NC(=O)c2ccc(Br)o2)c1,1.1,5,-1.4,1,-34,-5,3,-2,-11,91
Nn1c(Nc2ccccc2)nc2sc3c(c2c1=O)CCC3,0.4,2,-0.2,5,-1,-2,0,-3,2,95
COc1ccc(S(=O)(=O)Nc2c(C)c(C)cc3c2ncn3C)cc1,0.2,14,-1.0,-4,8,-7,-9,-2,-2,103
O=S(=O)(c1ccccc1)N1CCN(C/C=C/c2ccccc2)CC1,0.0,0,-1.5,13,-8,-5,-8,-2,0,101
CNS(=O)(=O)c1cccc(C(=O)OCC(=O)N2CCN(C(=O)c3ccco3)CC2)c1,-0.1,0,-0.4,0,14,5,3,0,3,95
CCn1c(C)nc2cc(C(=O)N/N=C/c3ccc(OC)c(O)c3)ccc21,-0.1,-5,-1.8,12,-5,-1,-8,-3,-16,84
CCCCCCC1C(C#N)=C(N)OC2=C1C(=O)CC(C)(C)C2 (configuration not stated),0.3,6,4.9,-1,-10,4,1,1,-3,95
CC1CN(c2nc3ccccn3c(=O)c2/C=C(\C#N)C(=O)N2CCOCC2)CC(C)O1 (configuration not stated),0.0,5,0.3,2,-1,-11,15,-2,-3,104
COc1cc(C2Nc3ccccc3NC3=C2C(=O)CC(c2ccc(OC)c(OC)c2)C3)ccc1O (configuration not stated),-0.3,2,-1.8,0,-1,8,-2,5,-9,99
CC1=NN(C(=O)c2ccc(Br)cc2)C(O)(c2ccccc2)C1 (configuration not stated),0.0,-4,-2.8,-4,-3,-5,11,2,-5,99

In a second layout: results already given
aDG glyco up	Granule exo inh	MC4R ag barr	TLR9-MyD88 block	Vif inh	ABHD5-PLIN5 inh	MC4R antag cAMP	N-glyco inh	NOD2 RIPK2 PPI	ABCB6 inh MLPCN	SMILES
0.0	5	0.3	2	-1	-11	15	-2	-3	104	CC1CN(c2nc3ccccn3c(=O)c2/C=C(\C#N)C(=O)N2CCOCC2)CC(C)O1 (configuration not stated)
0.4	1	-0.9	-7	43	-3	9	-19	4	97	COc1ccc(-c2cc(=O)c3cc(OC)ccc3o2)cc1

Later entries:
structure,aDG glyco up,Granule exo inh,MC4R ag barr,TLR9-MyD88 block,Vif inh,ABHD5-PLIN5 inh,MC4R antag cAMP,N-glyco inh,NOD2 RIPK2 PPI,ABCB6 inh MLPCN
O=C(NC1CCCC1)C(c1cccs1)N(Cc1ccco1)C(=O)c1csnn1 (configuration not stated),-0.3,-2,-1.4,-4,5,0,0,-1,-3,95
O=C(O)CCC(=O)N1CC=C(c2ccccc2)CC1,0.0,8,-3.0,-9,7,-3,0,4,-7,95
O=C(N/N=C/c1cc(Br)c(Br)s1)c1ccncc1,3.6,-20,-1.8,4,-9,3,-2,-9,1,100
Clc1ccc(OCc2nn3c(C4CCCCC4)nnc3s2)cc1,0.0,26,-0.1,-6,-4,-2,-1,0,1,77
CCCCN(C)C(=O)c1cn(C)c2ccc(S(=O)(=O)N3CCC(C)CC3)cc2c1=O,-0.4,2,-0.8,-2,-6,-1,2,-1,-5,104
CCOc1ncccc1C(=O)OCC(=O)Nc1ccc(-c2nc3ccc(C)cc3s2)cc1,0.1,-4,-1.7,8,-2,-3,7,-18,8,95
CCn1c2ccccc2c2cc(NC(=O)c3cc(OC)cc(OC)c3)ccc21,0.0,2,-3.3,0,8,-1,-36,9,4,100
CC(C)COc1ccc2[nH]c3c(c2c1)CCCC3=O,-0.1,4,2.1,5,9,-8,1,-1,-4,101
CCSc1nnc(NC(=O)C2C3C=CC(C3)C2C(=O)O)s1 (configuration not stated),0.2,2,-1.0,2,0,4,3,-1,-12,94
CCCOc1ccccc1/C=C1\SC(N2CCCCC2)=NC1=O,0.1,-1,-2.1,-3,-27,2,3,-10,-13,101
COC(=O)c1ccc2nc(-c3ccco3)c(Cc3cccc(F)c3)n2c1,0.0,21,/,/,/,57*,/,1,7,105
Cc1cnnc2ccc3c(no[n+]3[O-])c12,-0.2,6,-2.5,-2,1,-3,-3,8,-1,98
O=C(c1cc2c(s1)-c1ccccc1S(=O)(=O)C2)N1CCCC1,1.5,4,-1.4,6,-18,-7,2,1,3,99
COc1ccc(CC(=O)OC(C)C(=O)NC2CCCCC2C)cc1 (configuration not stated),0.0,-3,-2.3,-9,-3,-1,14,0,5,100
O=C(Oc1ccccc1)N1CCN(c2ccccc2F)CC1,0.2,-10,-1.0,-9,/,-5,2,-1,1,98
Cc1cccc(N2CCN(C(=O)C3CCC(=O)N(C4CC4)C3)CC2)c1C (configuration not stated),-0.2,0,-0.9,0,0,0,-2,2,-16,95
CNc1ccc(N=Nc2cccc3ncccc23)cc1,-0.5,-1,-1.8,0,-11,8,0,4,7,92
COc1ccc(OC)c(S(=O)(=O)N2c3cc(F)ccc3CCC2C)c1 (configuration not stated),-0.1,0,2.2,3,1,5,-3,-2,1,98
Cc1cc(NC(=O)CCSc2nc(-c3ccco3)cc(C(F)(F)F)n2)n(-c2ccccc2)n1,0.0,19,-0.2,5,16,-1,4,-2,-4,205
N#C/C(=C/C=C/c1ccccc1)C(=O)Nc1ccccc1,0.2,-2,1.8,-5,-5,4,5,2,-13,96
OC(COc1ccc2ccccc2c1Cl)CN1CCOCC1 (configuration not stated),0.1,3,0.3,-7,-6,-1,7,-1,-6,92
OC(COC(c1ccccc1)c1ccccc1)CN1CCCCC1 (configuration not stated),0.2,-3,0.6,9,2,3,-1,-3,2,91
CCOC(=O)c1nc2nc(-c3cccs3)cc(C(F)(F)F)n2n1,-0.1,-1,-0.7,0,2,5,1,-1,-13,98
N#C/C(=N\Nc1ccc([N+](=O)[O-])cc1)C(N)=S,-0.2,17,-1.0,-8,-22,11,-9,-2,0,99
COc1ccc(-c2cc(NC=O)c3ncc(-c4ccc(C(C)=O)cc4)n3c2)cn1,-0.2,1,17*,/,/,1,3,0,-2,95
O=C(O)c1cccc(S(=O)(=O)N2CCN(Cc3ccc4c(c3)OCO4)CC2)c1,-0.1,-4,-3.4,-2,-2,0,-5,1,-4,80
CCN(CC)S(=O)(=O)c1cccc(C(=O)NCC(c2ccccc2)N(C)C)c1 (configuration not stated),0.1,-1,1.5,-3,0,6,7,-1,-16,96
CC1(C)Cc2cccc(OCC(=O)Nc3ccc(OCC(N)=O)cc3)c2O1,0.0,1,-3.0,-3,12,0,3,2,0,95
COc1ccccc1-n1c(-c2ccccc2)c[n+]2c1CCc1ccccc1-2,0.1&0.4,11&31,0.2&-0.2,8&3,0&-42,-2&1,2&7,1&4,-3&-2,104&93
O=C(Nc1ccccc1)/C(=C1\CCCN1)[N+](=O)[O-],-0.1,-6,-1.3,1,-5,1,4,1,-7,101
O=C(C1CCN(S(=O)(=O)c2cccs2)CC1)N1CCN(c2ccccc2O)CC1,0.3,-1,-0.8,3,-3,7,-6,1,-1,93
CCn1ncc([N+](=O)[O-])c1C(=O)Nc1c(C)cccc1C,0.0,-4,-0.9,3,-4,1,11,2,-6,98
COc1ccc(CCN=C(N)NS(=O)(=O)c2ccc(F)cc2)cc1OC,0.1,4,-2.1,-4,6,-4,-4,0,-1,101
Cc1ccc(SCCCCN2C(=O)NC(C)(C)C2=O)cc1,0.1,-1,-0.2,-2,6,3,19,2,-3,99
CCOc1ccc(-n2c(=O)c3c4c(sc3n(CC(=O)NCC3CCCO3)c2=O)CCCC4)cc1 (configuration not stated),0.0,-1,0.6,-2,3,4,11,1,-3,95
CCNC(=O)C1(C)CCN(C(=O)c2cccc(OC(F)(F)F)c2)C1 (configuration not stated),0.2,4,-2.4,/,-1,7,6,1,6,95
Cn1cc(/C=C(\NC(=O)c2ccccc2Cl)C(=O)NCCCN2CCOCC2)c2ccccc21,1.1,8,-0.2,-6,0,-1,15,4,-3,93
COc1ccccc1NC(=O)CSc1nnc(COc2ccc(Cl)cc2)n1Cc1ccco1,0.0,14,-0.5,1,-3,8,7,-5,-8,96
CC1(C)CC(=O)NC=C(c2ccccc2)C1,-0.2,4,-2.2,-4,-12,-2,3,-1,-5,88
COc1ccc(OCc2cc(C(=O)NC(C)c3nc(C)cs3)no2)c(Cl)c1 (configuration not stated),-0.2,-7,-1.8,3,-3,3,2,-1,9,103
CCOCCOC(=O)C1=C(C)NC2=C(C(=O)CC(c3cccs3)C2)C1c1ccsc1 (configuration not stated),0.2,8,-1.1,0,-6,-2,3,-2,-11,103
COc1cccc(Nc2nc(CN)cs2)n1,-0.1,10,-2.0,/,19,2,-3,4,-9,96
CCOC(=O)COn1c(SCC(=O)OCC)nc2ccccc2c1=O,0.2,-3,0.5,0,-7,-1,3,2,-7,96
CC(=O)c1ccc(N(CC(=O)Nc2cc(C)on2)S(=O)(=O)c2ccc(C)cc2)cc1,-0.2,-26,-1.0,-8,9,-3,1,-1,-4,99
N=c1c2c3c(sc2ncn1N)CCC3,0.1,-4,-1.9,6,7,-1,9,-5,1,99
O=C(NCc1ccccc1F)C1CCCN1C(=O)NCc1ccccc1 (configuration not stated),-0.3,-2,-0.1,0,4,1,8,2,7,102
COc1ccc(S(=O)(=O)c2c(O)c3ccc(C(=O)Nc4cccc(F)c4)cc3[nH]c2=O)cc1,0.2,-1,-2.1,7,-9,-1,2,1,-2,93
COc1cc(CNc2ccc3[nH]c(=O)[nH]c3c2)cc(Cl)c1OCC(=O)NC(C)(C)C,0.2,6,0.6,6,30,-2,-8,-2,-4,108
N#Cc1ccc(-c2ccc(OCC(=O)NCCCN3CCCC3=O)cc2)cc1,-0.2,0,-0.1,2,-4,-10,7,0,-14,96
O=C(CSc1ncnc2sc3c(c12)CCC3)N1CCOCC1,0.0,-5,-0.7,2,21,-2,16,-1,-2,93
CC(=O)c1c(C)oc2ccc(NS(=O)(=O)c3ccccc3)cc12,0.0,0,-1.5,2,-2,2,19,2,12,93
Cc1[nH]c2ccccc2c1/C=N\NC(=O)c1ccco1,1.4,-8,1.0,4,-3,5,-6,1,1,96
CCc1noc(C)c1C(=O)Nc1nc(-c2ccc(OC)cc2OC)cs1,1.3,-9,-2.9,2,-5,-1,-6,-3,-9,96
COc1ccc(-c2ccc(CCC(=O)O)n2NC(=O)c2cccs2)cc1,-0.3,-1,-1.3,-7,3,3,3,-3,-7,100
COc1ccc(S(=O)(=O)NCC(=O)N(CC(=O)NCc2ccco2)Cc2ccccc2)cc1,0.0,20,-2.4,-1,11,2,-1,1,-1,89
O=C(CCNC(=O)c1ccccc1)NCc1ccccc1F,0.1,0,-0.1,-2,-3,0,2,-4,0,99
N#CCCn1[nH]c(-c2ccccc2)cc1=O,-0.2,-1,-1.8,-4,5,-34,-2,1,8,103

These rows are one share of the data, so the mix of outcomes need not match the whole.
